Glioma ERSR ind – induces the endoplasmic reticulum stress response in human glioma cells; U87-MG GRP78 promoter luciferase reporter, 16 h; Potency, µM, without a hit: top-dose activation, actives largely listed as activators; actives 0.02% (n = 420,000); note: potency is the fitted concentration of half-maximal effect; series mostly up to about 76 µM; % of control where 0% means no effect; nearly all actives have a fitted effect of over 35% in size
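Stably transfected U87-MG glioma cells carrying a GRP78-based luciferase sensor; 16 h compound incubation. Luminescence end-point read 10 min after Bright-Glo addition at room temperature.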
D1 antag – antagonists of human D1 dopamine receptor; HEK293 TREx D1 cells, calcium flux, dopamine EC80; stronger effect = lower value; activity change, negative = inhibition, % at 10 µM; actives 3.2% (n = 360,000); AID 504652; in the data active = activity change below about -30%; note: % is set by controls: 0 for no effect and ±100 for the full control effect
Target sequence (P21728 whole entry, looked up): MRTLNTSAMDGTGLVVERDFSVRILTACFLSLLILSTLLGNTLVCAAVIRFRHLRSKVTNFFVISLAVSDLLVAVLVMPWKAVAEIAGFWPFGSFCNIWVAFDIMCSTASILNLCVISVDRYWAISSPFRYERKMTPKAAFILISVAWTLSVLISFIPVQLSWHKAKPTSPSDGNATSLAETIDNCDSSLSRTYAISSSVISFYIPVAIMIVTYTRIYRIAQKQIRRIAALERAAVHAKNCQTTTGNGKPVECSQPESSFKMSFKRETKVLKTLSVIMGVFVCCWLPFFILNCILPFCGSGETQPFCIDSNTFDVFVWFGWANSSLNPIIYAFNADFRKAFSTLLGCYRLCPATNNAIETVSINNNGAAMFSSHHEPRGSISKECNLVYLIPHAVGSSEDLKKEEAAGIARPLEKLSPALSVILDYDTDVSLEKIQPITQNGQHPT
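Inducible Hek293 Trex D1 cells (tetracycline, overnight, 30 C). Calcium dye 30–90 min RT. Antagonist mode: EC80 dopamine added after 180 s compound read.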
D2 PAM – positively modulates the human D2 dopamine receptor allosterically | P14416 | HEK293 T-REx D2, calcium flux, EC20 dopamine potentiation | potentiation, % at 10 µM | actives 0.34% (n = 340,000) | AID 485347;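 active = potentiation over 3 SD above the plate norm, cut at about 30% in these data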; note: 0% is about no effect
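Tetracycline-induced HEK293 T-REx cells force-coupled to calcium signalling expressed D2; compounds were pin-added after a 10 s baseline, read kinetically 180 s, then an EC20 dopamine challenge followed with a further 180 s calcium read.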
D1 ag – agonists of human D1 dopamine receptor | actives 1% (n = 360,000) | AID 504660 | activation, % at 2 µM | HEK293 T-REx D1 cells, calcium flux, agonist mode; in the data active = activation above about 30%; note: 0% is about no effect
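Tetracycline-induced HEK293 TREx D1 cells, force-coupled to calcium signalling, were dye-loaded with a no-wash calcium kit. Compound was pin-added after a 10 s baseline. Fluorescence was read kinetically at 1 cycle/s for 180 s, with calcium rises flagged as agonism.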
RXFP1 antag – antagonists of human relaxin receptor RXFP1 | activity change, negative = inhibition, % at 57.5 µM | actives 0.59% (n = 350,000) | AID 1259400 | Q9HBX9 | HEK293-RXFP1, relaxin-stimulated cAMP HTRF, 30 min; stronger effect = lower value;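 active = activity change of -60% or lower, but not beyond a set lower limit; inconclusive = change between -60% and -40%, or beyond the set limit; inactive = change above -40%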; note: % is set by controls: 0 for no effect and ±100 for the full control effect
Vif-APOBEC3G blk – Vif-A3G binding inhibition. Potency, µM (series often up to 46.1 µM), for the others: at the highest dose activity, negative = active, usual class: inhibitors. AID 602310. actives 0.076% (n = 410,000). Q9HC16. HeLa A3G-eYFP + Vif (tagged APOBEC3G with the HIV-1 protein that degrades it), YFP fluorescence, overnight;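 note: potency is the fitted concentration of half-maximal effect; % is set by controls: 0 for no effect and ±100 for the full control effect; nearly all actives have a fitted effect of over 60% in size; hits raise eYFP signal because A3G escapes Vif-driven loss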
Target sequence (Q9HC16 whole entry, looked up): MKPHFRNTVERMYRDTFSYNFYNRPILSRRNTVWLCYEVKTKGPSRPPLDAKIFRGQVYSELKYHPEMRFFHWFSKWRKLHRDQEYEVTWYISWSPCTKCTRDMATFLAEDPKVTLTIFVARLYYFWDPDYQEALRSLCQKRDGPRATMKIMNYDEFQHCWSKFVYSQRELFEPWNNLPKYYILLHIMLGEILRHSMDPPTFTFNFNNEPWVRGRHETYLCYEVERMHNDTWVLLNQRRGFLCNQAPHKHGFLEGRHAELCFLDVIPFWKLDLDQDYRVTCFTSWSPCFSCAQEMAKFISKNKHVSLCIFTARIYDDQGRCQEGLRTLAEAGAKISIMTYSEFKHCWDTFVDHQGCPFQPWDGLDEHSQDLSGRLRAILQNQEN
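Read-out is eYFP fluorescence (Ex 488/Em 500-530) from Vif-expressing HeLa A3G-eYFP cells; more signal means A3G escaped Vif-mediated degradation. Cells plated overnight, compound pinned in, incubated overnight at 37 deg C.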
RXFP1 agonist – activates the human relaxin receptor RXFP1; Q9HBX9; HEK293T-RXFP1 cAMP TR-FRET, 30 min; response scale: percent of porcine relaxin response, buffer zero; Potency, µM (highest dose often 57.5 µM), inactives show at the top dose activation, actives largely listed as activators; actives 0.3% (n = 370,000); AID 2676; note: potency is the fitted concentration of half-maximal effect; % is set by controls: 0 for no effect and ±100 for the full control effect; nearly all actives have a fitted effect of over 60% in size; many of its hits are not listed in these tables
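cAMP rise read by TR-FRET after 30 min, 37C compound exposure (up to 58 uM) in RXFP1-transfected HEK293 cells with Ro 20174 present. EC50 from Hill-equation fits, with 29 nM porcine relaxin as 100% and buffer as basal.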
Vif-APOBEC3F blk – inhibitors of Vif-A3F interaction. HeLa A3F-eYFP + Vif (tagged APOBEC3F with the HIV-1 protein that degrades it), YFP fluorescence increase. Potency, µM (highest dose often 46.1 µM), without a hit: top-dose activity, negative = active. actives 0.2% (n = 390,000). AID 602313; note: potency is the fitted concentration of half-maximal effect; % of control where 0% means no effect; nearly all actives have a fitted effect of over 65% in size
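HeLa cells stably expressing Vif plus C-terminally eYFP-tagged A3F were seeded, incubated overnight at 37 deg C, dosed with compound, incubated overnight again at 37 deg C. Yellow fluorescence (Ex 488/Em 500-530) reported blocked Vif-mediated A3F-eYFP degradation.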
D1 PAM – potentiators of human D1 dopamine receptor | HEK293 TREx D1 cells, calcium flux, dopamine EC20 potentiation | potentiation, % at 10 µM | actives 0.036% (n = 360,000); in the data active = potentiation above about 30%; note: 0% is about no effect
Starred values were filed as active, the others as inactive; ? = inconclusive; / = not tested or not shown; & = joins results of further samples. Unless noted, calls come from the whole dose curve; as a rule, active = well fitted curve in the direction sought with a large enough effect; inconclusive = small, poorly fitted or top-dose-only effect, or another doubt; inactive = no such curve, though single readings can be large; an effect the other way counts as inactive or inconclusive.

SMILES	Glioma ERSR ind	D1 antag	D2 PAM	D1 ag	RXFP1 antag	Vif-APOBEC3G blk	RXFP1 agonist	Vif-APOBEC3F blk	D1 PAM
CSc1ccc(S(=O)(=O)N2CCN(Cc3ccc4c(c3)OCO4)CC2)cc1	-2.7%	-11.5	-9.5	2.7	-34.2	-7.0%	0.2%	-2.1%	-3.3
COc1ccc(-n2cnc3cc(C(=O)NC4CCCC4)ccc32)cc1	-3.5%&-3.4%	3.1&-0.9	-18.1&6.6	2.0&-0.9	1.0&-3.6	0.1%&1.7%	-0.5%&0.3%	-2.7%&5.6%	3.4&-5.5
Cc1ccccc1NC(=O)CN1C(=O)c2ccccc2C1=O	-2.3%	1.3	1.0	1.4	6.9	0.7%	2.3%	7.2%	-1.1
C[C@@H]1CN([C@@H](C)CO)C(=O)CCCn2nncc2CO[C@H]1CN(C)S(=O)(=O)c1cccs1	-0.8%	/	/	/	9.3	1.3%	/	6.4%	/
COc1ccc(CN(C)C2c3ccccc3-c3ccccc32)cc1	-2.9%	7.4	-3.0	6.4	10.3	?	0.8%	-14.5%	0.1
CCOC(=O)Cc1nn(Cc2nc(-c3ccc(C)cc3)cs2)c(=O)c2ccccc12	-5.7%	-7.6	15.6	13.8	5.9	0.3%	-0.9%	-2.5%	-6.8
O=C(Nc1cccc(NC(=O)c2cccs2)c1)c1ccc(Br)cc1	-8.1%	-24.0	-12.3	3.1	-70.7*	0.9%	2.7%	11.2%	-4.7
CCn1ncc(C(=O)Nc2ccc(F)cc2)c1C	1.6%	/	/	/	-12.8	-1.6%	/	-1.5%	/
NN=C(c1ccccc1)c1ccccc1	1.2%	/	/	/	-35.8	-8.2%	/	-5.8%	/
COC(=O)C1CCN(C(=O)c2cc3c(=O)n4cccc(C)c4nc3n2Cc2ccccc2)CC1	-2.2%	26.5	1.2	1.6	-6.4	1.0%	2.6%	4.8%	-0.2
CCOc1cc([C@H]2[C@@H]3CCCC[C@]3(O)CCN2CC(=O)NCc2ccco2)ccc1O	-4.0%	8.3	-2.2	1.0	-5.5	1.1%	0.5%	-1.7%	-1.5
CSc1cccc(CNC(=O)C2CCC(=O)N(CC3CCCCC3)C2)c1 (configuration not stated)	-2.4%	11.9	-15.4	2.0	-9.7	0.3%	1.2%	-0.8%	3.6
C#CCOCCOCCOCCNc1nc(N2CCN(C(=O)[C@H]([C@@H](C)CC)n3cc([C@@H](N)Cc4ccc(O)cc4)nn3)CC2)nc(N2CCN(C(=O)[C@H](Cc3cc4ccccc4[nH]3)n3cc([C@@H](N)C(C)CC)nn3)CC2)n1 (some centres not stated)	/	-6.6	-2.6	-0.5	/	/	1.8%	/	-3.9
NC(=S)N=Nc1c(O)n(CCCl)c2ccc(Br)cc12	-4.2%	-6.0	-1.0	4.2	-28.9	-0.2%	1.1%	?	-1.8
c1ccc(CCc2nn3c(C4COc5ccccc5O4)nnc3s2)cc1 (configuration not stated)	7.3%	-7.2	14.8	-2.2	17.3	-0.9%	-0.1%	-2.0%	7.3
COCCCNC(=S)Nc1ccc(C)cc1	0.5%	-11.8	-7.0	1.8	-0.6	9.8%	-0.9%	-0.5%	-7.9
CC(C)N(Cc1cn[nH]c1-c1ccc(-c2ccccc2)cc1)Cc1nccn1C	0.9%	4.4	14.7	9.2	?	-2.7%	1.4%	?	0.0
O=S(=O)(Nc1cccc(-c2ccc(N3CCCCCC3)nn2)c1)c1cccc(F)c1	1.8%&4.8%	-3.2&16.5	5.2&-1.0	4.6&3.1	11.3&-15.4	0.9%&1.2%	2.3%&4.1%	4.6%&2.0%	-3.0&0.6
C=CCn1c(SCC(=O)Nc2cccc(C)c2)nnc1-c1cnccn1	-0.6%	-12.6	-7.4	0.6	-3.2	-0.4%	2.2%	-1.5%	-5.8
COCc1cc(=O)n2[nH]c(SCc3ccccc3)nc2n1	-4.0%	-4.3	1.9	3.1	-19.2	-0.2%	0.5%	/	-2.3

Whole records, looked up by structure. Order of screens: Glioma ERSR ind | D1 antag | D2 PAM | D1 ag | RXFP1 antag | Vif-APOBEC3G blk | RXFP1 agonist | Vif-APOBEC3F blk | D1 PAM
CC(C)N(Cc1cn[nH]c1-c1ccc(-c2ccccc2)cc1)Cc1nccn1C is listed as 0.9% | 4.4 | 14.7 | 9.2 | ? | -2.7% | 1.4% | ? | 0.0
COCCCNC(=S)Nc1ccc(C)cc1 is listed as 0.5% | -11.8 | -7.0 | 1.8 | -0.6 | 9.8% | -0.9% | -0.5% | -7.9
CCOc1cc([C@H]2[C@@H]3CCCC[C@]3(O)CCN2CC(=O)NCc2ccco2)ccc1O is listed as -4.0% | 8.3 | -2.2 | 1.0 | -5.5 | 1.1% | 0.5% | -1.7% | -1.5

The listing continues.
SMILES	Glioma ERSR ind	D1 antag	D2 PAM	D1 ag	RXFP1 antag	Vif-APOBEC3G blk	RXFP1 agonist	Vif-APOBEC3F blk	D1 PAM
Cn1nnnc1SCC(=O)Nc1ccccc1Br	-2.5%	7.3	0.7	3.7	6.2	-4.0%	1.1%	5.1%	2.2
CC(=O)Nc1ccc(SCCN2CC[C@@H](O)CCC2=O)cc1	-4.8%&-0.4%	7.0	19.3	1.0	/	2.7%&0.5%	-1.3%	1.6%	5.3
Cc1ccc(-n2nnnc2SC(C)C(=O)Nc2ccccc2-c2ccccc2)cc1 (configuration not stated)	-9.2%	11.7	-11.4	6.1	10.8	-6.3%	-0.3%	-5.9%	-7.8
O=[N+]([O-])c1ccc(Cl)c(CN2CCSCC2)c1	-3.5%	4.0	-0.2	-1.2	-2.5	1.3%	5.2%	-7.2%	0.1
O=C(O)C1CC(=O)N(c2ccc(OCc3ccc(Cl)cc3Cl)cc2)C1 (configuration not stated)	-4.0%	-1.4	2.0	23.2	-18.4	-5.0%	-2.6%	9.5%	-4.6
O=P(/C(=N/O)Sc1ccccc1)(N1CCOCC1)N1CCOCC1	-3.5%	5.9	12.6	3.2	-1.2	0.7%	-0.7%	-12.2%	-9.0
CN(C)CCNc1nc2c(c(=O)[nH]c(=O)n2C)n1CCCc1ccccc1	-3.4%	10.8	1.2	1.6	/	1.4%	1.6%	1.0%	0.1
c1cncc(Nc2nc(-c3cccs3)cs2)c1	3.3%	-15.2	-9.4	1.2	-1.4	5.4%	0.5%	1.5%	1.2
COCc1cc(=O)[nH]c2cc(NC(=O)C(F)(F)F)c(C)cc12	-5.9%	8.1	14.1	2.5	-10.0	-7.0%	1.6%	-2.5%	4.2
CC(C)OC(=O)c1nn2c(C(F)(F)F)cc(-c3ccc(Br)o3)nc2c1Br	-3.5%	-9.6	13.3	0.4	10.1	-5.6%	0.7%	?	0.7
COc1cccc(CNC(=O)c2ccc(NC(=O)C3CCCO3)cc2)c1 (configuration not stated)	-2.7%	-8.1	3.0	1.2	22.3	-4.0%	-0.8%	-1.2%	-7.3
COCc1c(Br)c(C)nc(OCC(=O)N/N=C/c2cc(C)n(-c3ccc([N+](=O)[O-])cc3)c2C)c1C#N	-0.6%	10.6	-8.9	6.7	-8.9	2.5%	-0.1%	0.1%	-0.3
Cc1cccc(Nc2c3c(nc4nncn24)CCC3)c1	/	8.2	-17.8	-0.6	2.9	/	10.1%	/	-1.3
COc1ccccc1CNC(=O)C1CCN(c2ncnc3c2nc2n3CCCCC2)CC1	3.0%&-3.0%	-6.2&-6.9	9.5&-3.1	0.2&9.0	1.6&-4.4	1.1%&-0.9%	2.7%&6.7%	7.8%&-5.6%	-12.3&-0.7
CCc1cccc2c(C(=O)CSc3nncn3-c3ccccc3OC)c[nH]c12	-2.6%	-1.6	-5.3	12.1	-0.2	-8.4%	0.7%	2.3%	0.3
O=S(=O)(Nc1nc2ccccc2nc1NCc1ccco1)c1ccc(Cl)cc1	-8.0%	2.1	3.6	4.8	-13.3	1.6%	1.7%	1.8%	-5.1
O=C(CCC1N=C2c3ccccc3N=C(SCc3ccc(F)cc3)N2C1=O)NCc1ccco1 (configuration not stated)	-2.6%	-11.1	-4.1	0.9	3.4	-8.8%	3.4%	-0.9%	-4.3
CC(=O)c1ccc(S(=O)(=O)Nc2cccc(-c3cn4c(n3)SCC4)c2)cc1	-1.6%	-13.4	2.6	1.6	-8.5	0.2%	-1.2%	5.6%	5.2
Cc1cc(Br)ccc1NC(=O)CNC(=O)CN(C)C1CCS(=O)(=O)C1 (configuration not stated)	-3.2%	19.8	-5.9	1.7	4.1	1.9%	-0.6%	4.8%	-5.3
COc1ccc(OC)c(NC(=O)C2CCN(S(=O)(=O)c3ccc4c(c3)CCCC(=O)N4)CC2)c1	-0.5%	2.4	-9.2	-0.8	/	-0.3%	-2.7%	-1.4%	-9.4
CCCc1cnc2c(c1SCC(=O)N(C)c1ccccc1)c(=O)n(C)c(=O)n2C	-4.1%	/	-0.3	-3.7	5.4	2.9%	3.3%	-6.3%	-2.5
COc1ccc(CCN(C)C(=O)c2c(C)nn(CC(C)C)c2Cl)cc1OC	-5.1%	-5.4	-7.2	-0.2	-8.0	0.8%	0.3%	6.0%	-6.2
COc1ccc(F)cc1C(=O)C1CCCN(Cc2ccc(Oc3ncccn3)cc2)C1 (configuration not stated)	-1.4%	-9.4	-20.1	5.4	3.7	3.2%	2.1%	6.1%	-7.5
CS(=O)(=O)N(Cc1ccc(Cl)cc1)c1ccc(C(=O)NCCC2=CCCCC2)cc1	-4.3%	4.8	-3.6	9.7	-5.7	2.4%	0.0%	2.3%	-0.7
CC1(C(=O)OCC(=O)NNC(=O)COc2ccc(Cl)cc2)CC1(Cl)Cl (configuration not stated)	-3.0%	-2.6	-0.9	0.1	-4.2	-0.1%	0.2%	3.4%	-8.3
CN1CCN(C(=O)Cn2ncc3c4ccccc4n(Cc4ccc(F)cc4)c3c2=O)CC1	-2.0%	0.4	/	3.5	-4.5	-5.5%	3.0%	3.8%	4.2
O=C(COc1ccccc1)NNc1nc2c(F)cc(F)cc2s1	-4.1%	-15.9	2.2	0.2	/	0.3%	0.1%	-7.9%	-6.4
COc1ccc(NC(=O)c2cccc(C#N)c2)cc1NS(=O)(=O)c1ccc(F)cc1	-2.6%	4.0	-3.3	1.6	3.4	0.7%	1.4%	5.7%	1.3
Cc1ccc(C(C)NC(=O)C23CC4CC(CC(C4)C2)C3)cc1 (configuration not stated)	-3.6%	-0.6	3.7	-1.4	-19.9	-4.6%	0.7%	6.3%	6.7

A portion of the library; the hit share may differ from the screen's.
